Screens as filed in PubChem BioAssay.
GSTO1 inh = inhibitors of recombinant GSTO1, primary screen, counter-screen for RBBP9 inhibitor project, biochemical, fluorescence polarization. activity-based probe fluorescence polarization. inhibition, % at 5.96 µM. 300,000 compounds, 1.1% hits. AID 1974, 2009;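 active = inhibition above the campaign mean inhibition plus 3 SD, cut at about 35% in these data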;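 note: 0% = GSTO1-1 with DMSO and 100% = wells lacking GSTO1-1 enzyme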
Target sequence (P78417 whole entry, looked up): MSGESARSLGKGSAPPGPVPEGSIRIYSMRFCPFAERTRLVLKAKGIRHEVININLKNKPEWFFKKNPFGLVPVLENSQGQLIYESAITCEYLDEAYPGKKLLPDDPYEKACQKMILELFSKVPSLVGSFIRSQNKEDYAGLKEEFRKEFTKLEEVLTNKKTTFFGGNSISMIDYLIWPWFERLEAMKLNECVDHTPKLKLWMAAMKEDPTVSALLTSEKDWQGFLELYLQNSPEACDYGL
PAFAH2 inh = PAFAH2 enzyme inhibitors, primary screen, biochemical, fluorescence polarization, human | Platelet-activating factor acetylhydrolase 2, cytoplasmic (Homo sapiens), Q99487 | 340,000 compounds, 0.99% hits | recombinant PAFAH2, FP-rhodamine activity probe | AID 492956, 2010 | inhibition, % at 3.39 µM;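 active = inhibition above the mean over all tested compounds plus 3 SD, cut at about 30% in these data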;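 note: inhibitors block probe labeling of enzyme so polarization drops; 0% = enzyme with DMSO and 100% = wells lacking PAFAH2 protein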
PAFAH1B3 FP inh = PAFAH1B3 enzyme inhibitors, primary screen, biochemical, fluorescence polarization, human; recombinant PAFAH1B3, FP-rhodamine probe; inhibition, % at 3.39 µM; 340,000 compounds, 0.28% hits; AID 492972, 2010;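 active = inhibition above the screen-wide average of all tested compounds plus 3 SD, cut at about 25% in these data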;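 note: 0% = enzyme with DMSO only and 100% = wells lacking PAFAH1B3 protein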
Target sequence (Q15102 whole entry, looked up): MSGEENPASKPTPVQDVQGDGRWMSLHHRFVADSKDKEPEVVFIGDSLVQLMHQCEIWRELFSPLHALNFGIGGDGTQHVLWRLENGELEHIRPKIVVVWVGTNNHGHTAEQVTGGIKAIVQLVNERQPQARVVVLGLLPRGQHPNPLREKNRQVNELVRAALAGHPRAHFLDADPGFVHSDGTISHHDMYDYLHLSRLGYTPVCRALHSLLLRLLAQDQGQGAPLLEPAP
PAFAH1B2 FP inh = PAFAH1B2 enzyme inhibitors, primary screen, biochemical, fluorescence polarization, human; Platelet-activating factor acetylhydrolase IB subunit alpha2 (Homo sapiens), P68402; recombinant PAFAH1B2, FP-rhodamine activity probe; inhibition, % at 3.39 µM; 340,000 compounds, 1.2% hits;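 active = inhibition above the mean of all tested compounds plus 3 SD, cut at about 24% in these data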;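 note: 0% = enzyme with DMSO and 100% = wells lacking PAFAH1B2; many of its hits are not listed in these tables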
PAD4 FP inh = human PAD4 inhibitors, primary screen, biochemical, fluorescence polarization, 1536-well format; AID 485272, 2010; 330,000 compounds, 0.41% hits; inhibition, % at 6.36 µM; recombinant PAD4, RCA probe fluorescence polarization; Protein-arginine deiminase type-4 (Homo sapiens), Q9UM07;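 active = percent inhibition above a cutoff equal to the mean of all tested compounds plus 3 SD, cut at about 15% in these data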;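 note: 0% = PAD4 with RCA probe and DMSO and 100% = probe without PAD4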
PME-1 inh = PME-1 inhibitors via competitive probe labeling, primary screen, biochemical, fluorescence polarization, FP-Rh probe, HTS. Protein phosphatase methylesterase 1 (Homo sapiens), Q9Y570. recombinant PME-1. inhibition, % at 5.9 µM. 320,000 compounds, 0.53% hits. AID 2130, 2009;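 active = inhibition above the campaign mean of all compounds plus 3 SD, cut at about 26% in these data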;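 note: competitive labeling of PME-1 active site by serine hydrolase directed probe; 0% = PME-1 with DMSO and 100% = wells lacking PME-1 enzyme; inhibitors block probe labeling so polarization falls and inhibition rises; many of its hits are not listed in these tables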
LYPLA1 inh = LYPLA1 inhibitors, primary screen, counter-screen for PME1 inhibitor project, biochemical, fluorescence polarization, FP-Rh probe ABPP; inhibition, % at 5.9 µM; 320,000 compounds, 0.16% hits; recombinant LYPLA1;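 active = inhibition above the mean of all tested compounds plus 3 SD, set per campaign, cut at about 14% in these data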;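 note: inhibitors block serine hydrolase probe labeling of LYPLA1 so polarization falls; 0% = enzyme with DMSO and 100% = wells lacking LYPLA1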
pPAFAH FP inh = pPAFAH enzyme inhibitors, primary screen, biochemical, fluorescence polarization, human | Platelet-activating factor acetylhydrolase (Homo sapiens), Q13093 | recombinant pPAFAH, FP-rhodamine probe fluorescence polarization | inhibition, % at 3.39 µM | 330,000 compounds, 1.5% hits | AID 463082, 2010;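 active = inhibition above the mean inhibition across the screen plus 3 SD, cut at about 25% in these data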;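 note: inhibitors block binding of the rhodamine activity-based probe so polarization drops; 0% = enzyme with DMSO and 100% = wells lacking pPAFAH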
Target sequence (Q13093 whole entry, looked up): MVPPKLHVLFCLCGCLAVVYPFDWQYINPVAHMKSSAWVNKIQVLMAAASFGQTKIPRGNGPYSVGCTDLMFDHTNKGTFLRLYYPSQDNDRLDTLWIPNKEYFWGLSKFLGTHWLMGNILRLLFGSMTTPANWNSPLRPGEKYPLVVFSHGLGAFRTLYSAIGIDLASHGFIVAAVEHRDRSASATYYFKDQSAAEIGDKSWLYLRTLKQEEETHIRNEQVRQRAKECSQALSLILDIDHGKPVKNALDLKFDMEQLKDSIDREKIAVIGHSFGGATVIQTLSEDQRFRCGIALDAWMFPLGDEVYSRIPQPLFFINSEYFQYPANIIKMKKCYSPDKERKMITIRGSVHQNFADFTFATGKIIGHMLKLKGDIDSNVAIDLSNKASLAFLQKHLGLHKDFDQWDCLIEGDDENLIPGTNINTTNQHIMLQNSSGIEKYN
Fam108B inh = mouse Fam108B serine hydrolase inhibitors, primary screen, counter-screen for RBBP9 inhibitor project, biochemical, fluorescence polarization; AID 1947, 2009; inhibition, % at 9.51 µM; 300,000 compounds, 0.33% hits; recombinant Fam108B, FP-Rh probe fluorescence polarization;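 active = inhibition above the screen mean inhibition plus 3 SD, computed separately per campaign, cut at about 18% in these data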;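 note: inhibitors lower polarization as less probe binds the enzyme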
Starred values were filed as active, the others as inactive; / = no result given. The list is partial (hit frequency here may not be typical).

Sample of the layout:
SMILES	GSTO1 inh	PAFAH2 inh	PAFAH1B3 FP inh	PAFAH1B2 FP inh	PAD4 FP inh	PME-1 inh	LYPLA1 inh	pPAFAH FP inh	Fam108B inh
Cc1cccc(C)c1N1C(=O)CC(N2CCSCC2)C1=O (centres undefined)	7	6	3	3	4	-3	-1	3	2
Cc1ccc2oc(=O)c3cnn(CC(=O)N(CCCN4CCOCC4)Cc4ccco4)c3c2c1	-4	5	-2	3	-5	-2	1	1	-7
Cc1c(N)cc[n+](CC(=O)c2ccccc2)c1C	1	-2	13	4	2	-3	4	8	-2
CN(C)S(=O)(=O)N1CCN(c2ccc([N+](=O)[O-])c(N3CCCCC3)c2)CC1	-7	-10	-12	-1	7	6	-1	1	7
CC(=O)Oc1cc2c3c(c1)/C(=C1/SC(=S)NC1=O)C(=O)N3C(C)(C)C=C2C	18	37*	16	48*	0	25	7	30*	19*
O=C(CSc1nc2ccccc2[nH]1)N/N=C/c1ccncc1	4	/	/	/	0	-6	-2	0	-2
CCCC(=N)C1=C(O)CC(CC(C)SCC)CC1=O (centres undefined)	-3	8	-6	1	-1	2	-3	-2	0
CCCn1c(N)c(C(=O)CSc2nnc(Cc3ccccc3)o2)c(=O)n(C)c1=O	-1	-6	-1	4	0	0	1	3	3
CC1C(C#N)=C(N)OC2=C1C(=O)CCC2 (centres undefined)	-1	0	6	4	-3	3	0	-4	5
COc1nc(OC)nc(N2CCC(C(=O)NCC3CCCCC3)CC2)n1	-1	4	4	0	-2	-9	-1	-1	-6
COc1ccccc1C/C(N)=N/OC(=O)COc1cccc(C)c1	3	7	-4	2	2	1	1	4	-2
COc1cc2[nH]c(=S)nc(NCCc3ccc(S(N)(=O)=O)cc3)c2cc1OC	-1	12	11	7	1	5	-1	-1	4
O=C(COC(=O)c1cnccn1)Nc1ccccc1-c1ccccc1	/	1	5	8	-3	-4	0	-3	/
O=C(CCCn1c(=S)[nH]c2cc3c(cc2c1=O)OCO3)N1CCN(c2ccccc2F)CC1	9	3	-4	5	-4	-1	-1	3	8

All compounds of this part, from the first entry:
SMILES	GSTO1 inh	PAFAH2 inh	PAFAH1B3 FP inh	PAFAH1B2 FP inh	PAD4 FP inh	PME-1 inh	LYPLA1 inh	pPAFAH FP inh	Fam108B inh
Cc1cccc(C)c1N1C(=O)CC(N2CCSCC2)C1=O (centres undefined)	7	6	3	3	4	-3	-1	3	2
Cc1ccc2oc(=O)c3cnn(CC(=O)N(CCCN4CCOCC4)Cc4ccco4)c3c2c1	-4	5	-2	3	-5	-2	1	1	-7
Cc1c(N)cc[n+](CC(=O)c2ccccc2)c1C	1	-2	13	4	2	-3	4	8	-2
CN(C)S(=O)(=O)N1CCN(c2ccc([N+](=O)[O-])c(N3CCCCC3)c2)CC1	-7	-10	-12	-1	7	6	-1	1	7
CC(=O)Oc1cc2c3c(c1)/C(=C1/SC(=S)NC1=O)C(=O)N3C(C)(C)C=C2C	18	37*	16	48*	0	25	7	30*	19*
O=C(CSc1nc2ccccc2[nH]1)N/N=C/c1ccncc1	4	/	/	/	0	-6	-2	0	-2
CCCC(=N)C1=C(O)CC(CC(C)SCC)CC1=O (centres undefined)	-3	8	-6	1	-1	2	-3	-2	0
CCCn1c(N)c(C(=O)CSc2nnc(Cc3ccccc3)o2)c(=O)n(C)c1=O	-1	-6	-1	4	0	0	1	3	3
CC1C(C#N)=C(N)OC2=C1C(=O)CCC2 (centres undefined)	-1	0	6	4	-3	3	0	-4	5
COc1nc(OC)nc(N2CCC(C(=O)NCC3CCCCC3)CC2)n1	-1	4	4	0	-2	-9	-1	-1	-6
COc1ccccc1C/C(N)=N/OC(=O)COc1cccc(C)c1	3	7	-4	2	2	1	1	4	-2
COc1cc2[nH]c(=S)nc(NCCc3ccc(S(N)(=O)=O)cc3)c2cc1OC	-1	12	11	7	1	5	-1	-1	4
O=C(COC(=O)c1cnccn1)Nc1ccccc1-c1ccccc1	/	1	5	8	-3	-4	0	-3	/
O=C(CCCn1c(=S)[nH]c2cc3c(cc2c1=O)OCO3)N1CCN(c2ccccc2F)CC1	9	3	-4	5	-4	-1	-1	3	8
Cc1cc(Br)ccc1NC(=O)CN(C)C(=O)c1ccc(-n2cncn2)c([N+](=O)[O-])c1	/	-1	-1	-6	3	0	-2	-3	/
COc1ccc(CCNC(=O)Cc2cccs2)cc1OC	-2	-4	-2	0	-8	-1	-1	-6	-1
Cc1oc2ccc(O)c(CN3CCOCC3)c2c1C(=O)c1ccc(Cl)cc1	-1	-1	4	7	4	2	3	5	-4
COc1ccc(C(=O)SC2=NCCS2)cc1	11	12	1	-7	3	4	-1	5	4
CC[N+](CC)(CC)CCOc1cccc(OCC[N+](CC)(CC)CC)c1OCC[N+](CC)(CC)CC	-1	2	3	2	-2	-6	-1	1	-2
Cc1cc(C)cc(N(CC(=O)NCc2ccco2)C(=O)CCC(=O)Nc2nccs2)c1	8	-5	12	2	8	1	0	4	-1
COc1ccc(CCNC(=O)C(C)Sc2ccc(C)cc2)cc1OC (centres undefined)	-1	-2	5	1	-7	3	0	6	2
NC(=O)c1nsc(C(=O)N(c2ccc(Cl)cc2)C(C(=O)NCC2CCCO2)c2cccs2)c1N (centres undefined)	0	5	11	9	-3	-3	-1	5	-8
O=C(CNS(=O)(=O)c1cccc2nonc12)NCc1ccc(F)cc1	10	-10	-6	3	0	3	-5	3	4
O=C(COC(=O)c1ccc(O)cc1O)c1ccc(Cl)cc1	6	2	2	5	-3	-1	-3	0	-1
Cc1ccc(OCCOC(=O)c2c(-c3ccccc3)noc2C)cc1	0	-14	-2	-3	-4	0	0	10	1
Cc1ccsc1C(=O)N1CCC(CO)(Cc2ccccc2)CC1	8	-2	5	6	0	2	0	-5	6
N#Cc1c(N(CCO)CCO)nc(N)c2c(N)nc3c(c12)CC(=O)N3CC1CCCO1 (centres undefined)	32	-2	-5	1	1	-5	7	12	3
CC(C)(C)OC(=O)CNC(=O)c1[nH]cnc1C(=O)N[C@@H](Cc1ccccc1)C(=O)OC(C)(C)C	1	1	1	4	3	-2	-5	7	1
CSc1ccc(Cl)c(C(=O)OCC(=O)Nc2ccccc2OC(F)F)c1	-3	12	-7	5	4	5	-11	7	-4
CCCCCCNC(=O)C(C#N)c1nc2ccccc2nc1N1CCCC1 (centres undefined)	4	8	0	4	-4	1	-5	4	4
Cc1cc(NCc2ccco2)n2ncnc2n1	2	-5	6	-2	4	1	1	5	-4
O=C(CC12CC3CC(CC(C3)C1)C2)NC(=S)N1CCCCC1	1	6	5	20	1	5	3	0	3
CS(=O)(=O)N(Cc1ccccc1)c1ccc(C(=O)NCc2ccccc2)cc1	2	0	3	8	-2	7	-1	3	3
O=C(NCc1ccccn1)c1nc(-c2ccc(C(F)(F)F)cc2)no1	5	-1	-1	4	-2	5	-4	4	2
Cc1cc(-c2ccccc2)nc2c(Br)c(C(=O)O)nn12	5	/	/	/	-2	0	1	6	0
COc1cc(OC)cc(C(=O)N[C@H](C(=O)NCc2ccco2)C(C)C)c1	5	9	6	0	-7	-9	2	-10	-3
CCOc1cc(CNCCCN2CCOCC2)cc(Cl)c1OCC(=O)NC(C)(C)C	7	0	8	6	-4	-1	1	5	1
O=C1C(=O)N(CCO)C(c2ccccc2[N+](=O)[O-])/C1=C(\O)c1ccccc1 (centres undefined)	0	-2	2	3	10	2	-2	2	-1
Cc1ccc(C2=NS(=O)(=O)N(C)C(C(=O)Nc3ccc4c(c3)OCO4)=C2)cc1	7	-2	17	1	2	3	-5	0	3
CCOc1ccc(Nc2nc(N)nc(CCl)n2)cc1	82*	4	-3	-4	-2	1	-1	5	-1
O=C(c1cccc(S(=O)(=O)N2CCCC2)c1)N1CCOCC1	/	3	1	3	-2	7	-1	3	/
O=C(O)c1ccc2c(c1)C(=O)N(Cc1ccccc1)C2=O	-1	7	0	5	-3	1	3	1	4
CCOC(=O)c1ccc(-n2c(C)nc3c(cnn3-c3ccccc3Cl)c2=O)cc1	2	-4	12	4	-1	0	1	-6	6
Cc1ccc(S(=O)(=O)N2CCOCC2)cc1C(=O)OCC(=O)c1c(N)n(C)c(=O)n(C)c1=O	/	4	7	2	-4	/	/	-2	/
COc1ccc(C(C#N)=C2C=CC(=NO)C=C2)cc1	-1	10	6	14	3	0	-2	-3	0
Oc1ccccc1N1CCN(c2ncnc3sc(-c4ccccc4)cc23)CC1	10	-12	5	1	-3	-1	-9	10	3
COc1cccc(-c2cc(C(=O)Nn3cnnc3)c3ccccc3n2)c1	-2	5	1	21	-3	-8	-3	2	2
CCOc1ccc(NC(=O)COC(=O)CCC(=O)c2cccs2)cc1	/	11	7	-2	-2	2	0	8	/
COc1cccc(-c2csc(N3CCN(C(=O)Nc4ccccc4OC)CC3)n2)c1	9	-5	4	1	-1	21	-4	6	3
COCCCNc1oc(-c2ccccc2F)nc1C#N	-3	18	7	3	-2	3	-1	-2	-1
C[C@H](NC(=O)[C@@H]1Cc2ccccc2CN1)C(=O)Nc1ccc2c(c1)OCO2	-6	3	7	2	-5	0	-2	5	-5
O=C1Nc2ccc(S(=O)(=O)NCCC3=CCCCC3)c3cccc1c23	4	4	9	8	-5	-7	-6	-4	-2
Cc1ccc(Cn2ccc(NC(=O)c3cc(C(C)C)on3)n2)cc1	3	-3	-1	1	3	-1	1	4	4
CCn1cc(C(=O)NCc2ccccc2)c(=O)c2cc(F)c(N3CCN(C(=O)c4ccco4)CC3)cc21	-6	1	1	0	-2	1	-5	-1	-6
